# Screens deposited in PubChem BioAssay by National Center for Advancing Translational Sciences (NCATS).
# AMA1 RON2 block: qHTS for Inhibitors of AMA1-RON; Towards Development of Antimalarial Drug Lead: Primary Screen; AlphaScreen AMA1-biotinylated RON2 peptide binding; Potency, µM (top dose mostly 58.2 µM), for the others: at the top dose activity change, negative = inhibition, usual class: inhibitors; 360,000 tested, 0.2% active; AID 720542, 2013;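 further: potency means the concentration at half of the fitted maximal effect; 0% = vehicle wells and -100% = peptide control; nearly all actives have a fitted effect of over 45% in size; some results filed as inactive show a strong effect at the top dose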
#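 AMA1 (3D7) with his tag at 25 nM final met compounds first, then biotinylated RON2 peptide at 25 nM; detection used donor plus acceptor beads, 10 µg/mL apiece, read by AlphaScreen after 30 min at room temperature.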
# Sm TGR inh: qHTS Assay for the Inhibitors of Schistosoma Mansoni Peroxiredoxins; Schistosoma mansoni thioredoxin glutathione reductase (TGR), Q962Y6; purified TGR, DTNB reduction, TNB absorbance 405 nm; Potency, µM (series often up to 114 µM), for the others: top-dose activity change, negative = inhibition, actives largely listed as inhibitors; 360,000 tested, 3% active; AID 485364, 2010; further: potency means the concentration at half of the fitted maximal effect; nearly all actives have a fitted effect of over 60% in size
#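 Kinetic colorimetric format: TGR-catalysed, NADPH-driven DTNB reduction monitored via TNB absorbance. Enzyme dispensed at 20 nM; compound exposure 15 min at room temperature before reaction start.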
# AmpC detergent: qHTS Inhibitors of AmpC Beta-Lactamase (assay with detergent); P00811; AmpC hydrolysis of nitrocefin, absorbance 480 nm, 0.01% Triton; Potency, µM (titrated, usually from 114 µM), for inactives: at the top dose activity change, negative = inhibition, most hits filed as inhibitors; 370,000 tested, 0.041% active; AID 485294, 2010;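 further: potency means the concentration at half of the fitted maximal effect; 0% = no-compound wells and -100% = no-enzyme wells; nearly all actives have a fitted effect of over 25% in size; some results filed as inactive show a strong effect at the top dose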
# Target sequence (P00811 whole entry, looked up): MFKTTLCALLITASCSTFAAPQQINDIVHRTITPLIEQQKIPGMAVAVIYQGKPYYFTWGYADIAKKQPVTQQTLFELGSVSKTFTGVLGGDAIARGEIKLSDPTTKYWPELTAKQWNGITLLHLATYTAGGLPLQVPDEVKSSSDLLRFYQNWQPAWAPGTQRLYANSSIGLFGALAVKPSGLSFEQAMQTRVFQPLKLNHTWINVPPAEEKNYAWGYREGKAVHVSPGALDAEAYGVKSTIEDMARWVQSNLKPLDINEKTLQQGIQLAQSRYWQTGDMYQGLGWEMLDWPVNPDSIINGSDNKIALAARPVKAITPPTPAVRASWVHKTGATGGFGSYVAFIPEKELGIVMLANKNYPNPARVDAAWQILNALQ
#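 AmpC (5.3 nM in the dispensed reagent) in 20 mM phosphate pH 7.0 with 0.01% (detergent screen) or 0.0001% Triton X-100 was preincubated with compounds for 15 min at room temperature. Nitrocefin was then added from an 800 uM solution, and hydrolysis was followed at 480 nm.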
# Giardia FBPA inh: qHTS Assay for Inhibitors of Fructose-1,6-bisphosphate Aldolase from Giardia Lamblia | A8B2U2 | purified Giardia FBPA | Potency, µM (doses to about 59.6 µM), for the others: at the highest dose activity, negative = inhibition, usual class: inhibitors | 290,000 tested, 0.71% active | AID 2451, 2010; further: potency means the concentration at half of the fitted maximal effect; nearly all actives have a fitted effect of over 55% in size
# Target sequence (A8B2U2 whole entry, looked up): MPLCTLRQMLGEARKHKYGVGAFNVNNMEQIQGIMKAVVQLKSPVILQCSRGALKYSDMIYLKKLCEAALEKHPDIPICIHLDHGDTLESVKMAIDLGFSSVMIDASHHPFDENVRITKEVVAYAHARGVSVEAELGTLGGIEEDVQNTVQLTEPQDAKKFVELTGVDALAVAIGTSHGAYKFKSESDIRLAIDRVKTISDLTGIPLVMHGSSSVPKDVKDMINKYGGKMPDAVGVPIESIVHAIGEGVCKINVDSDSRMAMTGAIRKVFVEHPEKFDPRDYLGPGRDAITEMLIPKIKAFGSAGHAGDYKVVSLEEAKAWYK
#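 40 nM FBPA preincubated 10 min at RT with compound (up to 57.5 uM final), then substrate plus GAPDH/TPI/NAD/arsenate coupling and diaphorase/resazurin added. Fluorescence read after 20 min at RT, 525/598 nm.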
# HCMV antiviral: qHTS Assay for inhibitors of the human cytomegalovirus (HCMV); HFF cells, HCMV-luciferase reporter, 72 h; hits give low values; activity change, negative = inhibition, % at 57.5 µM; 410,000 tested, 4.5% active; AID 1259415, 2018; in the data active means activity change below about -60%; inconclusive means no clear call, values can overlap the other calls; inactive means above about -39%
#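 Screen run at 2 compound doses on HFFs infected with reporter HCMV, MOI 1 PFU/cell. Luciferase activity from cell lysates at 72 h post infection gave inhibition relative to buffer-only and Salinomycin wells.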
# AmpC inh no detg: qHTS Inhibitors of AmpC Beta-Lactamase (assay without detergent); AmpC nitrocefin hydrolysis, absorbance 480 nm, 0.0001% Triton; Potency, µM (doses to about 57.1 µM), inactives show top-dose activity change, negative = inhibition, most hits filed as inhibitors; 330,000 tested, 0.52% active;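 further: potency means the concentration at half of the fitted maximal effect; plate controls were no compound for no effect and no enzyme for full effect; nearly all actives have a fitted effect of over 20% in size; some results filed as inactive show a strong effect at the top dose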
#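 AmpC (5.3 nM in the dispensed reagent) in 20 mM phosphate pH 7.0 with 0.01% (detergent screen) or 0.0001% Triton X-100 was preincubated with compounds for 15 min at room temperature. Nitrocefin was then added from an 800 uM solution, and hydrolysis was followed at 480 nm.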
# * = called active by the depositor; ? = inconclusive; nt = not tested or not shown; [ ] = remark or other dose. Unless noted, the call rests on the fitted dose curve; in most records, active means well fitted curve in the direction sought with a large enough effect; inconclusive means small, poorly fitted or top-dose-only effect, or another doubt; inactive means no such curve, though single readings can be large; an effect the other way counts as inactive or inconclusive. Unless noted, on the % scale 0 is the no-effect control and ±100 the full control effect.
SMILES,AMA1 RON2 block,Sm TGR inh,AmpC detergent,Giardia FBPA inh,HCMV antiviral,AmpC inh no detg
CS(=O)(=O)Nc1ccc(C2=NN(C(=O)c3ccco3)C(c3ccccc3)C2)cc1 (stereo not drawn),7%,-26%,-15%,-12%,4,-35%
O=c1[nH]c(=O)n(Cc2ccco2)c(O)c1C=NCc1ccc2c(c1)OCO2,-2%,-8%,5%,9%,34,-24%
CCOC(=O)[C@H]1[C@H]2COc3ccc(Cl)cc3[C@@H]2N2C(=O)c3ccc(Cl)cc3NC(=O)[C@@]12C,-4%,0%,?,nt,-7,-26%
O=C(CSc1nc(-c2ccccc2)c(-c2ccccc2)[nH]1)NCC1CCCO1 (stereo not drawn),-8%,2%,1%,7%,46,84%[activator]
COc1cccc(CNS(=O)(=O)c2ccc3[nH]c4c(c3c2)CCCCC4)c1,nt,-4%,-2%,nt,-14,nt
COC(=O)c1ccc(NC(=O)CSc2nc3ccc(N4C(=O)C5C6C=CC(C6)C5C4=O)cc3s2)cc1 (stereo not drawn),-4%,-2%,?,1%,-64*,-17%
Cc1nc(SCc2c(Cl)cccc2Cl)nc(OC(=O)N(C)C)c1C,14%,18%,-9%,-5%,29,68%[activator]
CNC(=O)NCC12CC3CC(CC(C3)C1)C2,2%,17%,0%,-2%,-35,-2%
CC1CC(C)CN(S(=O)(=O)c2cccc3nonc23)C1 (stereo not drawn),-6%,-10%,?,nt,77,-16%
CCOc1ccc(CNC(=O)CCS(=O)(=O)c2cc3c4c(c2)CCN4C(=O)CC3)cc1OC,nt,1%,-11%,nt,0,nt
CCc1ccccc1-n1c2c(cc(-c3nc(-c4ccc(Cl)cc4)cs3)c1=O)C(=O)CC(C)(C)C2,nt,-7%,21%,nt,-6,nt
Cc1cccc(NC(=O)c2cnn3ccccc23)c1C,3%,8%,1%,-6%,-39,-14%
C=CCNC(=O)c1c(Br)cnn1-c1ccc(C)cc1,11%,9%,4%,0%,44,-17%
CC(C)[C@@H]1COC(c2cccc(C3=N[C@H](C(C)C)CO3)n2)=N1,12%,-3%,-13%,-26%,-11,0%
O=C(CCNS(=O)(=O)c1ccc(OC(F)(F)F)cc1)N1CCCC1,18%,-11%,?,nt,-38,2%
CCCCNC(=O)C1CC(=O)N(C2CCCC2)C1 (stereo not drawn),-3%,16%,-11%,5%,-21,-8%
Clc1cccc(N2CCN(c3ncnc4nc[nH]c34)CC2)c1,0%,16%,2%,-1%,-26,-13%
CC(=O)Nc1ccc(S(=O)(=O)N2CCSC2)cc1,-7%,2%,-4%,-3%,-14,-14%
COc1ccc2occ(NC(C)=O)c2c1,16%,16%,?,-4%,-28,-9%
COc1ccc(CCN(C)C2CCCN(S(=O)(=O)C(C)C)C2)cc1OC (stereo not drawn),-1%,?,-10%,2%,-1,12%
O=C(O)c1ccccc1S(=O)CCO (stereo not drawn),23%,4%,0%,1%,54,-21%
Nc1c(C(=O)Nc2ccc3c(c2)OCCO3)nnn1Cc1ccc(F)cc1,3%,0%,0%,nt,47,-12%
Cc1ccc(Oc2nc3ccccn3c(=O)c2/C=C(\C#N)c2nc3ccccc3s2)c(C)c1,nt,0%,22%,nt,3,nt
COc1ccccc1/C=C/C=N/n1c(-c2ccc(C)cc2)n[nH]c1=S,33%[activator],4%,-6%,19%,29,-40%
CCOC(=O)c1c(C)[nH]c(C2=NNC(=Nc3cccc(Cl)c3)SC2)c1C,nt,-20%,-4%,-21%,nt,?
CC(C)c1cc2cc3ccc(=O)oc3cc2o1,2%,-17%,-16%,-2%,-11,-10%
O=C(O)CCc1ccc(S(=O)(=O)N2CCOCC2)cc1,-5%,4%,-2%,7%,39,-26%
O=C(Cn1cc(SCc2ccc(F)cc2)c2ccccc21)N1CCCC1,nt,5%,19%,nt,20,nt
O=C(NC1CCCCCC1)c1ccc(CS(=O)Cc2cccc(Cl)c2)o1 (stereo not drawn),-7%,56µM*,6%,nt,-33,72%[activator]
CCCN(CC(=O)Nc1ccccc1C)C(=O)C1CC(=O)N(c2cccc(C)c2C)C1 (stereo not drawn),-2%,6%,-15%,nt,-20,7%

# Shown with values under each structure: 4 of the compounds above.
# Values run as follows: AMA1 RON2 block	Sm TGR inh	AmpC detergent	Giardia FBPA inh	HCMV antiviral	AmpC inh no detg
- O=C(O)c1ccccc1S(=O)CCO (stereo not drawn)
    23%	4%	0%	1%	54	-21%
- Nc1c(C(=O)Nc2ccc3c(c2)OCCO3)nnn1Cc1ccc(F)cc1
    3%	0%	0%	nt	47	-12%
- Cc1ccc(Oc2nc3ccccn3c(=O)c2/C=C(\C#N)c2nc3ccccc3s2)c(C)c1
    nt	0%	22%	nt	3	nt
- COc1ccccc1/C=C/C=N/n1c(-c2ccc(C)cc2)n[nH]c1=S
    33%[activator]	4%	-6%	19%	29	-40%

# Continuation.
SMILES,AMA1 RON2 block,Sm TGR inh,AmpC detergent,Giardia FBPA inh,HCMV antiviral,AmpC inh no detg
COC(=O)c1ccc(CSc2nc3c(c(=O)n2-c2ccc(C)cc2)SCC3)o1,-26%,2%,?,-17%,6,-28%
O=C(c1cccc(S(=O)(=O)N2CCCCC2)c1)N1CCCCC1,1%,6%,0%,9%,30,3%
O=c1cc[nH]c2c1ccc1c(=O)cc[nH]c12,65%[activator],0%,-12%,?,-12,-12%
COC(=O)c1ccc(OC)c(CN2CCCN(Cc3cc(C)ccc3C)S2(=O)=O)c1,-4%,0%,2%,1%,?,17%
O=C(CSc1ncn(-c2ccccc2)n1)NCc1ccccc1,5%,-3%,1%,-2%,32,-22%
Cc1ccc(N2CC(C(N)=O)CC2=O)cc1C (stereo not drawn),-6%,4%,?,-6%,43,-2%
CCN(CC)C(=O)CSc1nc(-c2ccccc2)cc(=O)[nH]1,-11%,3%,2%,5%,13,-18%
COc1ccccc1CNS(=O)(=O)c1ccc2c(c1)CC(C)N2C(=O)C1CC1 (stereo not drawn),-4%,-13%,-3%,7%,?,-18%
O=C(Nc1nnc(-c2ccco2)o1)c1ccc(Cl)s1,63%[activator],0%,3%,nt,15,-19%
COc1cccc2cc(C(=O)N(C)C)c(=O)oc12,-3%,0%,2%,4%,-6,-20%
CCOC(=O)c1sc(S(C)(=O)=O)c2c1CC(C)(C)C/C2=N/O,-10%,-15%,5%,3%,-34,-18%
Cc1cc(OCC(=O)Nc2cc(-c3nn4c(C)nnc4s3)ccc2C)ccc1Cl,0%,-2%,-9%,0%,-26,-11%
Cc1nn(C)c(=O)n1-c1ccc(Oc2ccccc2)cc1,-4%,-7%,-2%,1%,-14,-5%
CC(=O)Nc1ccc2oc(-c3ccccc3Br)nc2c1,11%,10%[11.4 µM],-6%,-1%,77,14%
Cc1ccc(OCC(=O)Nc2cccc3nsnc23)c(C)c1,25%,-10%,-3%,-1%,66,-22%
O=C1Nc2ccccc2C1Cc1ccc(OC(F)(F)F)cc1 (stereo not drawn),11%,-6%,-12%,6%,-7,-2%
Cc1nc(C)c(-c2csc(N)n2)s1,12%,1%,-1%,-3%,-21,-9%
CCCC(=O)NCCc1ccc(S(N)(=O)=O)cc1,-15%,0%,2%,7%,25,-3%
O=C(Nc1ccc(Br)cc1)C1CCCN(S(=O)(=O)c2cccnc2)C1 (stereo not drawn),5%,2%,6%,-8%,-1,-1%
NC1=NC(=O)C(Cc2cccc(Cl)c2Cl)S1 (stereo not drawn),-12%,-13%,-11%,-7%,-8,-10%
O=C1NC2(CCCCC2)C(=O)N1Cc1ccc([N+](=O)[O-])cc1,-9%[11.6 µM],-2%,0%,4%,-33,?
CCOc1ccc(C(=O)Nc2ccc(N3CCN(C(C)=O)CC3)cc2)cc1[N+](=O)[O-],-4%,5%,-7%,-2%,-33,26%
Cc1cc(NC(=O)c2ccoc2C)no1,-7%,-31%,?,0%,45,-20%
COc1ccc(/C=C(\C#N)c2nc3ccc(C)cc3[nH]2)cc1Oc1ccc(C(F)(F)F)cc1[N+](=O)[O-],20%,2%,1%,2%,-68*,-20%
O=C(Nc1nc(-c2cccs2)cs1)c1ccco1,11%,1%,1%,-10%,23,-49%
NS(=O)(=O)c1ccc(Nc2nc(-c3ccc4ccccc4c3)cs2)cc1,3%,1%,5%,-3%,-32,-22%
Nc1c(-c2ccccc2)c(CN2CCOCC2)nn1-c1ccc(F)cc1,14%[11.6 µM],-6%,8%,1%,2,-8%
COC(=O)C1=C(c2ccc(-c3ccccc3)c(F)c2)C[C@@H]2CC[C@H]1N2C(=O)N1CCC(O)CC1,-5%,-9%,7%,nt,?,251%[activator]
O=C(NC(=S)NCc1ccccc1)c1ccccc1,3%,nt,-6%,0%,-15,-16%
O=C(NNc1ccc(-c2csnn2)cc1)c1ccccc1C(F)(F)F,-21%,-8%,1%,1%,-4,56%

# Some values from the results shown.
# In AMA1 RON2 block, `O=C(CSc1nc(-c2ccccc2)c(-c2ccccc2)[nH]1)NCC1CCCO1` (stereo not drawn) reads -8%
# In Giardia FBPA inh, `O=C(Nc1nc(-c2cccs2)cs1)c1ccco1` reads -10%
# In HCMV antiviral, `O=C1NC2(CCCCC2)C(=O)N1Cc1ccc([N+](=O)[O-])cc1` reads -33
# In AMA1 RON2 block, `CCCC(=O)NCCc1ccc(S(N)(=O)=O)cc1` reads -15%
# In AMA1 RON2 block, `O=C(CSc1ncn(-c2ccccc2)n1)NCc1ccccc1` reads 5%
# In AMA1 RON2 block, `Cc1cc(NC(=O)c2ccoc2C)no1` reads -7%
# In Sm TGR inh, `O=C(Nc1nnc(-c2ccco2)o1)c1ccc(Cl)s1` reads 0%

# Next part
SMILES,AMA1 RON2 block,Sm TGR inh,AmpC detergent,Giardia FBPA inh,HCMV antiviral,AmpC inh no detg
Cc1ccc(OCC(=O)NCCC2=CCCCC2)cc1,16%,-5%,21%,23%,-24,21%
O=C(NNc1nccc(C(F)(F)F)n1)Nc1cccc(Cl)c1,80%[activator],-4%,4%,4%,nt,-19%
COc1cccc(CN(C)Cc2nc3cc(C(F)(F)F)ccc3c(=O)[nH]2)c1,89%[activator],-25%,-1%,-3%,-23,18%
Cc1ccc(O)c(NC(=O)Cc2ccc3ccccc3c2)c1,-3%,-7%,-9%,2%,-34,-43%

# An excerpt of these results, with two lines to a compound.
# Each structure is followed by: AMA1 RON2 block, Sm TGR inh, AmpC detergent, Giardia FBPA inh, HCMV antiviral, AmpC inh no detg
- COc1cccc(CN(C)Cc2nc3cc(C(F)(F)F)ccc3c(=O)[nH]2)c1
    89%[activator], -25%, -1%, -3%, -23, 18%
- Cc1ccc(O)c(NC(=O)Cc2ccc3ccccc3c2)c1
    -3%, -7%, -9%, 2%, -34, -43%
